Source: PubChem
ABHD4 inh – inhibits mouse alpha/beta hydrolase domain 4. Q8VD66. purified mABHD4, FP-Rh probe fluorescence polarization. inhibition, % at 8.92 µM. hit rate 0.54% among 370,000;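 active = inhibition exceeding the mean over every tested compound plus 3 SD, cut at about 30% in these data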;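 also: 0% = plate median of compound wells and 100% = S159A mutant with DMSO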
Target sequence (Q8VD66 whole entry, looked up, the tested form may be a part): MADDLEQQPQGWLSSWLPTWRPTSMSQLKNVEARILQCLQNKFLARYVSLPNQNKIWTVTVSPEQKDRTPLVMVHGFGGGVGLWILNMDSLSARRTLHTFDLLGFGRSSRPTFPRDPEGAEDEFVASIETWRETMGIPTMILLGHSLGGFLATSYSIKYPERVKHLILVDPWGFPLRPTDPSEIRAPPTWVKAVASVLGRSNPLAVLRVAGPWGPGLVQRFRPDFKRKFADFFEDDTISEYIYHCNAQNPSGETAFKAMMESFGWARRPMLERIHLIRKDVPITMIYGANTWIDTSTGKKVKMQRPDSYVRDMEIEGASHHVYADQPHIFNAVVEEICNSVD
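Assay system: wild-type mouse ABHD4 protein; compound: single nominal dose of 8.92 µM, 0.89% DMSO final; schedule: 45 min + 60 min at 25 °C; measured by: FP readout, ex 525 nm / em 598 nm; evaluation: % inhibition of FP-Rh probe binding versus controls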
SIAE primary – blocks human sialic acid acetylesterase; SIAE FP-Rh probe binding, fluorescence polarization; hit rate 0.69% among 370,000; inhibition, % at 9.66 µM; AID 1053197;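 active = inhibition above a cutoff: mean of compounds within the control limits plus 3 SD of those, cut at about 17% in these data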;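 also: 0% = plate median of compound wells and 100% = probe without SIAE protein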
LEDGF integ inh – blocks HIV-1 LEDGF/p75-dependent DNA integration | inhibition, % at 3.7 µM | TR-FRET IN-LEDGF/p75 DNA integration, Eu/Cy5 | hit rate 0.64% among 370,000;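 active = inhibition above the screen-wide mean plus 3 SD, cut at about 13% in these data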;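 also: signal is the Cy5 over europium emission ratio at 671 and 618 nm; 0% = plate median of compound wells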
TDP2 inh – TDP2 (human) inhibition, absorbance primary screen; hit rate 0.34% among 370,000; recombinant TDP2, T5PNP hydrolysis, p-nitrophenol absorbance 415 nm; inhibition, % at 12.8 µM; O95551;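 active = inhibition above the mean of all tested compounds plus 3 SD, set per campaign, cut at about 25% in these data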;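 also: 0% = DMSO with enzyme and 100% = buffer with substrate but no TDP2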
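Test system: Human TDP2 enzyme | Reagent: 5 mM T5PNP | Compound dosing: 12.8 µM single point, 1% DMSO | Incubation: Enzyme reaction with compound for 2 h at 37 °C | Technique: p-Nitrophenol epi absorbance | Read-out: % inhibition relative to enzyme-containing and enzyme-free wells | Benchmarks: High control without enzyme, low control DMSO plus TDP2 | Replicates: Singlicate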
HTRA1 inh – blocks human HTRA1 serine peptidase. Q92743. recombinant HTRA1, FP-rhodamine activity-based probe, fluorescence polarization. inhibition, % at 5.96 µM. hit rate 0.5% among 340,000. AID 504803; in the data active = inhibition above about 36%;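 also: 0% = enzyme with DMSO and 100% = wells lacking enzyme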
Target sequence (Q92743 whole entry, looked up): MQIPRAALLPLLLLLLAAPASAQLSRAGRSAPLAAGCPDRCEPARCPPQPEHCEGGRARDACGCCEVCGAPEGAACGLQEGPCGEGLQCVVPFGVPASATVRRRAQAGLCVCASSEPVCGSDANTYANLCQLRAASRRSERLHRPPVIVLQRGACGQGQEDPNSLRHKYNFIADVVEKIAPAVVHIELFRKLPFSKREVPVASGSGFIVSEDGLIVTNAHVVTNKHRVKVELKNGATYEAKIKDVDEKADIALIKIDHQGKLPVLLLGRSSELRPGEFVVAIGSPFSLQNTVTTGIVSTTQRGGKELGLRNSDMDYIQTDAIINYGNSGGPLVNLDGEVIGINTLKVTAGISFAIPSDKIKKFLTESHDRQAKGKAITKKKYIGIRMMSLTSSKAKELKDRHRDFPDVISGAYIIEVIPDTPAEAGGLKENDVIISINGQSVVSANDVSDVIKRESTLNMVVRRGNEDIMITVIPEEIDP
NPR2 activator – GC-B (human) receptor activation; P20594; HEK293-GC-B cells, CNP EC30, cGMP TR-FRET; 0% at EC30 CNP, 100% saturating CNP; activation, % at 10 µM; hit rate 0.11% among 370,000;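 active = activation at 10 µM reaching about 35% in either raw or pattern-adjusted values, limit read from the data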
PRMT1 FP inh – blocks human protein arginine methyltransferase 1. Q99873. recombinant PRMT1, activity-based probe fluorescence polarization. inhibition, % at 2.79 µM. hit rate 1.3% among 370,000. AID 652257;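 active = inhibition above about 21% made by adding two undisclosed values, limit read from the data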
MBD2 DNA inh – inhibitors of human MBD2 binding to methylated oligonucleotide | TR-FRET | inhibition, % at 4.4 µM | hit rate 0.31% among 370,000; in the data active = inhibition above about 13%
TCR CD3 inh – human TCR-CD3 binding inhibition. hit rate 0.37% among 360,000. inhibition, % at 9.4 µM. TAMRA-labeled TCR probe fluorescence, biochemical; in the data active = inhibition above about 19%;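 also: recombinant mutant TCR 2C K166C tagged with TAMRA read by polarization; 0% = receptor in buffer alone and 100% = receptor with positive control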
rCAG RNA binder – r(CAG) repeat RNA binding | hit rate 1.3% among 370,000 | inhibition, % at 3 µM | TO-PRO-1 dye displacement fluorescence | AID 651821;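 active = inhibition above the plate cutoff, the mean of all test compounds on that plate plus 3 SD, cut at about 35% in these data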;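 also: 0% = DMSO alone and 100% = 100 µM mitoxantrone as full dye displacement; higher means more dye released from RNA so lower well fluorescence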
An asterisk follows results filed as active.

Results for Cc1ccc(CN2CCN(Cc3cn(C(C)C)c4ccccc34)CC2CCO)o1 (centres undefined) ?
ABHD4 inh: -3; SIAE primary: 2; LEDGF integ inh: 1; TDP2 inh: -13; HTRA1 inh: 0; NPR2 activator: -3; PRMT1 FP inh: -2; MBD2 DNA inh: -3; TCR CD3 inh: 0; rCAG RNA binder: -9

What do the screens show for `CN(C(=O)COC(=O)Cc1c(Cl)cccc1Cl)C1CCS(=O)(=O)C1` (centres undefined)?
ABHD4 inh: 1; SIAE primary: 2; LEDGF integ inh: -4; TDP2 inh: -3; HTRA1 inh: 7; NPR2 activator: 3; PRMT1 FP inh: 8; MBD2 DNA inh: 5; TCR CD3 inh: 3; rCAG RNA binder: -2

Results for Cc1cccc(C(=O)OC(C)C(=O)N2CCc3ccccc3C2)c1C (centres undefined) ?
ABHD4 inh: -2; SIAE primary: -4; LEDGF integ inh: -8; TDP2 inh: -3; HTRA1 inh: -10; NPR2 activator: 4; PRMT1 FP inh: 2; MBD2 DNA inh: 9; TCR CD3 inh: -4; rCAG RNA binder: 0

Results for CCCn1nc(C(=O)Nc2ccc(S(=O)(=O)Nc3ncccn3)cc2)c2ccccc2c1=O ?
ABHD4 inh: -5; SIAE primary: -9; LEDGF integ inh: 0; TDP2 inh: -11; HTRA1 inh: -14; NPR2 activator: 0; PRMT1 FP inh: 1; MBD2 DNA inh: -3; TCR CD3 inh: 0; rCAG RNA binder: 18

How did CCCC(C)(C)C(=O)N1CCC1(C)C(=O)NS(=O)(=O)c1cccc(Cl)c1 (centres undefined) do in these assays?
ABHD4 inh: -1; SIAE primary: -6; LEDGF integ inh: 3; TDP2 inh: -14; NPR2 activator: 8; PRMT1 FP inh: -2; MBD2 DNA inh: -9; TCR CD3 inh: -1; rCAG RNA binder: 13

What do the screens show for `Cc1ccc(-n2cc(S(=O)(=O)c3ccc(C)cc3)[nH]c2=O)cc1`?
ABHD4 inh: 3; SIAE primary: -3; LEDGF integ inh: -8; TDP2 inh: 8; HTRA1 inh: 6; NPR2 activator: 0; PRMT1 FP inh: 1; MBD2 DNA inh: 2; TCR CD3 inh: -8; rCAG RNA binder: 1

How did CCOc1ccccc1NC(=O)C(CC(C)C)NC(=O)C1CCC(C)CC1 (centres undefined) do in these assays?
ABHD4 inh: -5; SIAE primary: -4; LEDGF integ inh: 4; TDP2 inh: -3; HTRA1 inh: 1; NPR2 activator: 1; PRMT1 FP inh: 4; MBD2 DNA inh: -1; TCR CD3 inh: 1; rCAG RNA binder: -4

How did Cc1ccc(-n2c(SCC(=O)N/N=C/C=C\c3ccco3)nnc2-c2ccccc2)cc1 do in these assays?
ABHD4 inh: -3; SIAE primary: 2; LEDGF integ inh: 0; TDP2 inh: -5; NPR2 activator: -1; PRMT1 FP inh: 12; MBD2 DNA inh: 1; rCAG RNA binder: 5

Results for Cc1ccccc1NS(=O)(=O)c1ccc(NS(=O)(=O)c2cccs2)cc1 ?
ABHD4 inh: 1; SIAE primary: 3; LEDGF integ inh: -4; TDP2 inh: -4; HTRA1 inh: 9; NPR2 activator: -1; PRMT1 FP inh: -4; MBD2 DNA inh: 1; TCR CD3 inh: 1; rCAG RNA binder: 16

What do the screens show for `NC(=O)C1CCCN(S(=O)(=O)c2ccc(Br)cc2)C1` (centres undefined)?
ABHD4 inh: -5; SIAE primary: 9; LEDGF integ inh: 1; TDP2 inh: -8; HTRA1 inh: -5; NPR2 activator: 0; PRMT1 FP inh: 0; MBD2 DNA inh: -5; TCR CD3 inh: 6; rCAG RNA binder: -1

How did Cc1cc(=S)c2ccccc2[nH]1 do in these assays?
ABHD4 inh: -2; SIAE primary: -2; LEDGF integ inh: 5; TDP2 inh: 5; HTRA1 inh: -10; NPR2 activator: -1; PRMT1 FP inh: -1; MBD2 DNA inh: 1; TCR CD3 inh: 4; rCAG RNA binder: 3

Results for O=S(=O)(NCCCNS(=O)(=O)c1c(F)cccc1F)c1ccc2c(c1)OCCO2 ?
ABHD4 inh: -3; SIAE primary: -3; LEDGF integ inh: 3; TDP2 inh: -4; HTRA1 inh: 0; NPR2 activator: 6; PRMT1 FP inh: -2; MBD2 DNA inh: 1; TCR CD3 inh: 0; rCAG RNA binder: -2

What do the screens show for `Cc1ccc(CNC(=O)C2CCCN2C(=O)Nc2ccc(C)cc2)cc1` (centres undefined)?
ABHD4 inh: 1; SIAE primary: 8; LEDGF integ inh: 2; TDP2 inh: -16; HTRA1 inh: 2; NPR2 activator: -2; PRMT1 FP inh: -2; MBD2 DNA inh: -6; TCR CD3 inh: 3; rCAG RNA binder: 0

Results for O=C(O)CC/C(=C\c1ccc2c(c1)OCO2)c1nc2ccccc2s1 ?
ABHD4 inh: -2; SIAE primary: -9; LEDGF integ inh: 2; TDP2 inh: -6; HTRA1 inh: -2; NPR2 activator: -4; PRMT1 FP inh: 3; MBD2 DNA inh: 3; TCR CD3 inh: 7; rCAG RNA binder: 18

What do the screens show for `O=C(CN1C(=O)NC2(CCCC2)C1=O)N1CCc2ccccc2C1`?
ABHD4 inh: 0; SIAE primary: -1; LEDGF integ inh: 4; TDP2 inh: 5; HTRA1 inh: -2; NPR2 activator: -3; PRMT1 FP inh: -1; MBD2 DNA inh: 2; TCR CD3 inh: 2; rCAG RNA binder: -2

How did Cc1ccccc1N1C(=O)CC(Nc2ccc3c(c2)OCO3)C1=O (centres undefined) do in these assays?
ABHD4 inh: 13; SIAE primary: 2; LEDGF integ inh: -2; TDP2 inh: 8; HTRA1 inh: 3; NPR2 activator: 2; PRMT1 FP inh: 5; MBD2 DNA inh: -6; TCR CD3 inh: -6; rCAG RNA binder: 3

What do the screens show for `O=C1CCCC(=O)C1C1c2ccccc2CCN1C(=O)CCl` (centres undefined)?
ABHD4 inh: 12; SIAE primary: 5; LEDGF integ inh: -5; TDP2 inh: -2; NPR2 activator: -5; PRMT1 FP inh: 6; MBD2 DNA inh: -3; TCR CD3 inh: -14; rCAG RNA binder: -1

How did CCCCN(C(=O)CSc1nnc(Nc2ccc(C)c(C)c2)s1)c1c(N)n(Cc2ccccc2)c(=O)[nH]c1=O do in these assays?
ABHD4 inh: 5; SIAE primary: -4; LEDGF integ inh: 2; TDP2 inh: 2; HTRA1 inh: -18; NPR2 activator: -2; PRMT1 FP inh: -2; MBD2 DNA inh: 2; TCR CD3 inh: 1; rCAG RNA binder: 9

How did CC(=O)SC(C)CC(=O)NCc1ccccc1 (centres undefined) do in these assays?
ABHD4 inh: 1; SIAE primary: 1; LEDGF integ inh: 2; TDP2 inh: 3; HTRA1 inh: 3; NPR2 activator: -1; PRMT1 FP inh: 0; MBD2 DNA inh: 1; TCR CD3 inh: -5; rCAG RNA binder: -2

What do the screens show for `Cc1cc(C)c(O)c(-c2cc(C(=O)NCCc3ccc(S(N)(=O)=O)cc3)[nH]n2)c1`?
ABHD4 inh: -13; SIAE primary: -14; LEDGF integ inh: -1; TDP2 inh: 11; HTRA1 inh: -10; NPR2 activator: -8; PRMT1 FP inh: 0; MBD2 DNA inh: -4; TCR CD3 inh: 3; rCAG RNA binder: 12

Results for Cc1nn(C(=O)c2nn(C)cc2Cl)c(C)c1Br ?
ABHD4 inh: 6; SIAE primary: 5; LEDGF integ inh: -2; TDP2 inh: 1; HTRA1 inh: 2; NPR2 activator: -1; PRMT1 FP inh: 2; MBD2 DNA inh: 1; TCR CD3 inh: -6; rCAG RNA binder: 4

What do the screens show for `COc1cc(OC)cc(C(=O)Nc2cccc(NC(C)=O)c2)c1`?
ABHD4 inh: -5; SIAE primary: -2; LEDGF integ inh: 4; TDP2 inh: 1; HTRA1 inh: -6; NPR2 activator: -5; PRMT1 FP inh: -3; MBD2 DNA inh: 5; TCR CD3 inh: -6; rCAG RNA binder: -4

What do the screens show for `O=[N+]([O-])c1ccccc1S(=O)(=O)N(CC1CO1)c1ccccc1` (centres undefined)?
ABHD4 inh: -1; SIAE primary: 4; LEDGF integ inh: 0; TDP2 inh: -1; HTRA1 inh: 2; NPR2 activator: -2; PRMT1 FP inh: -2; MBD2 DNA inh: -4; TCR CD3 inh: 1; rCAG RNA binder: -2

How did Cc1ccc(-n2nc3cc(C)c(N)cc3n2)cc1 do in these assays?
ABHD4 inh: 11; SIAE primary: 11; LEDGF integ inh: 5; TDP2 inh: 2; HTRA1 inh: -17; NPR2 activator: -1; PRMT1 FP inh: 3; MBD2 DNA inh: -7; TCR CD3 inh: 0; rCAG RNA binder: 14

Results for CC1=C(C(=O)OCc2ccccc2)C(c2ccc(Cl)cc2)NC(=O)N1CCCC(=O)O (centres undefined) ?
ABHD4 inh: -1; SIAE primary: -6; LEDGF integ inh: -3; TDP2 inh: 2; NPR2 activator: 2; PRMT1 FP inh: -3; MBD2 DNA inh: 2; TCR CD3 inh: 8; rCAG RNA binder: 1

How did CCOC(=O)N1CCN(C(=O)c2cc3c(=O)n(C)c4ccccc4c3n2C)CC1 do in these assays?
ABHD4 inh: 6; SIAE primary: 5; LEDGF integ inh: 1; TDP2 inh: -8; HTRA1 inh: 1; NPR2 activator: -4; PRMT1 FP inh: -2; MBD2 DNA inh: -4; TCR CD3 inh: 8; rCAG RNA binder: -5

How did O=C(O)c1ccccc1CC(CCc1ccccc1)C(=O)O (centres undefined) do in these assays?
ABHD4 inh: 6; SIAE primary: 3; LEDGF integ inh: 5; TDP2 inh: 5; HTRA1 inh: -1; NPR2 activator: -2; PRMT1 FP inh: 1; MBD2 DNA inh: 11; TCR CD3 inh: -5; rCAG RNA binder: 3

What do the screens show for `O=S(=O)(c1ccccc1)N1CCc2ccccc2C1`?
ABHD4 inh: 1; SIAE primary: 3; LEDGF integ inh: -1; TDP2 inh: 8; HTRA1 inh: 13; NPR2 activator: 4; PRMT1 FP inh: 0; MBD2 DNA inh: -6; TCR CD3 inh: 2; rCAG RNA binder: -2

Results for CN(CC1CCCN(CCc2ccc(Cl)cc2)C1)C(=O)c1ccc2nc[nH]c2c1 (centres undefined) ?
ABHD4 inh: 14; SIAE primary: 0; LEDGF integ inh: -5; TDP2 inh: -8; HTRA1 inh: -3; NPR2 activator: -1; PRMT1 FP inh: 2; MBD2 DNA inh: -2; TCR CD3 inh: -1; rCAG RNA binder: -3

How did CN(Cc1cnn(-c2ccccc2)c1)C(=O)c1ccc(S(=O)(=O)NCc2ccco2)cc1 do in these assays?
ABHD4 inh: 1; SIAE primary: 5; LEDGF integ inh: -2; TDP2 inh: 3; HTRA1 inh: 0; NPR2 activator: -2; PRMT1 FP inh: -1; MBD2 DNA inh: -2; TCR CD3 inh: 4; rCAG RNA binder: 1

Only part of the results is shown; rates above refer to the full screens.
